OX1R antag-1 = antagonists of human orexin 1 receptor (OX1R); AID 485270; O43613; OX1R-expressing cells, FRET antagonist read-out; inhibition, % at 6.6 µM; actives 1.8% (n = 330,000); in the data active = inhibition mostly above about 38%, no sharp cut-off; inactive = mostly below about 40%;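 also: 0% = agonist challenge alone and 100% = reference antagonist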
Target sequence (O43613 whole entry, looked up): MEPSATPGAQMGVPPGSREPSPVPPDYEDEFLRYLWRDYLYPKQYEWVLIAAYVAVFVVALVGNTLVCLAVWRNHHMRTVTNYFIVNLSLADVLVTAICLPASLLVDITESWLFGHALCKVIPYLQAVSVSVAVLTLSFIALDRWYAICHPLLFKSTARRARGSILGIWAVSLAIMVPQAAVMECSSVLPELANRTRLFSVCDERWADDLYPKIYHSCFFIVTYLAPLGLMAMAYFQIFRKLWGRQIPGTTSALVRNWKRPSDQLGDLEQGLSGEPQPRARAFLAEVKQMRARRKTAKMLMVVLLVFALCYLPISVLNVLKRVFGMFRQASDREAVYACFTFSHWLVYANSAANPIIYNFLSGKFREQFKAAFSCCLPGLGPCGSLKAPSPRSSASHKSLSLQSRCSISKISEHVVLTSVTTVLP
CHT PAM = allosteric activators of human choline transporter CHT; B-score at 10 µM; actives 0.49% (n = 310,000); CHT-expressing cells, membrane potential dye, choline EC20; active compounds read high; LV-AA mutant CHT in HEK293 cells;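 active = initial fluorescence not abnormally high and integrated response B-score, plate-corrected, over 3 SD above library mean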
Target sequence (Q9GZV3 whole entry, looked up): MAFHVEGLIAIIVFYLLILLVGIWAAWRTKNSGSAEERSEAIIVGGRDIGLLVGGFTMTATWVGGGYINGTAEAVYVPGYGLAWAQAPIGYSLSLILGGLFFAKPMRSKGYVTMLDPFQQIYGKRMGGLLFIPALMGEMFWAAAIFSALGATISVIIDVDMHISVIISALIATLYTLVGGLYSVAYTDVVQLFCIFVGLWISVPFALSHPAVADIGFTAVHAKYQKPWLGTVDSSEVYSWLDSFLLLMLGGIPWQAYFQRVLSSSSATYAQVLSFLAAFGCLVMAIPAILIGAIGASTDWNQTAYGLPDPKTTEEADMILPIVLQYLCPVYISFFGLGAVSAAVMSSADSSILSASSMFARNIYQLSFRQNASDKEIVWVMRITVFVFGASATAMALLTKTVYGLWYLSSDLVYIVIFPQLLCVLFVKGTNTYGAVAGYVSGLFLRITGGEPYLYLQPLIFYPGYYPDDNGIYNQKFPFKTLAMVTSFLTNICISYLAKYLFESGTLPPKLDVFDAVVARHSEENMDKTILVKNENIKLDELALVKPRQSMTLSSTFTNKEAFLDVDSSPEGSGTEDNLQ
OX1R antag-2 = antagonists of human orexin 1 receptor | actives 0.43% (n = 330,000) | O43613 | inhibition, % at 5 µM | AID 434989 | CHO/OX1R cells, Fluo-8 calcium fluorescence, orexin A;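 active = inhibition above its plate's threshold, mean inhibition of all tested compounds on the plate plus 3 SD, cut at about 37% in these data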;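 also: 0% = orexin A challenge wells and 100% = SB-334867-A antagonist wells; not every result past the cut was called active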
An asterisk follows results filed as active; i = inactive; nt = not tested or not shown. The order is random; about 2.5% have a hit in one of these screens.

nr | compound | OX1R antag-1 | CHT PAM | OX1R antag-2
1 | NC(=O)c1ccc(N2CCCCC2)c(N2C(=O)CCC2=O)c1 | 7 | i | 4
2 | CC(C)(C)OC(=O)NCCCCCc1cn([C@@H](CO)C(=O)NCCCCCCCCCCC(=O)N2CCN(C(=O)OC(C)(C)C)CC2)nn1 | 71* | i | 74*
3 | CCOC(=O)c1cnc2ccccc2c1NCCc1ccc(OC)c(OC)c1 | 29 | i | -18
4 | CC1CC1C(=O)N(CCC1=CCCCC1)c1c(N)n(Cc2ccccc2)c(=O)[nH]c1=O (centres undefined) | 22 | i | -37
5 | Cc1ccc(CC(=O)N2CCN(c3cccc(C(F)(F)F)c3)CC2)cc1 | 22 | i | -25
6 | Cc1ccc(NC(=O)C2(NC(=O)c3ccccn3)CCCCC2)cc1Br | 68* | i | -4
7 | Cc1cc(NC(=O)COC(=O)C2CCN(S(=O)(=O)c3cccc(Cl)c3Cl)CC2)no1 | 21 | i | -8
8 | CCOc1ccc(NCC(=O)Nc2ccc(C)cc2C)cc1 | 7 | i | -1
9 | COc1ccc(N=C2NC(=O)/C(=C/c3ccco3)S2)cc1 | 13 | i | -1
10 | COc1ccc(C(=O)NC(=S)NNC(=O)CCc2ccccc2)cc1 | 23 | i | 3
11 | CCCc1noc2c1/C(=N\O)CC(c1ccccc1)C2 (centres undefined) | 29 | i | -2
12 | CC[C@@H]1C(c2ccc(F)cc2)=NN(c2ccc(Br)cc2)[C@H]1C(=O)N1CCOC1=O | 14 | nt | 25
13 | O=C(NNC(=O)c1ccccc1F)c1ccc(Cl)c(S(=O)(=O)N2CCOCC2)c1 | 6 | nt | -13
14 | C=CCNCCCCOc1cccc(Br)c1 | 2 | i | 9
15 | O=C(NCc1ccncc1)Nc1cc(Cl)ccc1Cl | 6 | i | -22
16 | OC(c1ccc(Cl)cc1)c1nnc(-c2ccccc2)o1 (centres undefined) | 4 | i | -14
17 | COc1cc(NC(=O)C2CCCN(S(=O)(=O)c3cccc4nsnc34)C2)cc(OC)c1 (centres undefined) | 48* | i | -9
18 | CCOC(=O)C1(Cc2cccc(OC)c2)CCN(Cc2cccc(OCC)c2O)CC1 | 11 | i | -11
19 | NC(=S)NNc1c(F)c(F)c(F)c(F)c1F | 2 | i | -15
20 | O=C1CN(C(=S)NC(=O)c2ccccc2[N+](=O)[O-])CCN1 | 23 | i | 0

Results in CHT PAM and OX1R antag-2 (2 entries from above):
no.	smiles	CHT PAM	OX1R antag-2
15	O=C(NCc1ccncc1)Nc1cc(Cl)ccc1Cl	i	-22
7	Cc1cc(NC(=O)COC(=O)C2CCN(S(=O)(=O)c3cccc(Cl)c3Cl)CC2)no1	i	-8

Next entries
nr | compound | OX1R antag-1 | CHT PAM | OX1R antag-2
21 | COc1ccc(C(NC(C)=O)c2cc(Cl)c3cccnc3c2O)cc1OC (centres undefined) | 19 | i | -11
22 | COc1ccc(C(=O)Nc2ccc(F)cc2F)cc1 | 13 | i | 8
23 | O=C1OCC(c2ccc(Cl)s2)=C1c1ccccc1[N+](=O)[O-] | 12 | i | -21
24 | CCN1CCN(c2ccc(NC(=O)c3ccc(OC)c(S(=O)(=O)N4CCCC4)c3)cc2)CC1 | 4 | nt | -27
25 | Oc1ccc(Br)cc1CN1CCCCCCC1 | 0 | i | -4
26 | Cc1ccc(NC(=O)CN(C)C(=O)c2ccc(C(F)(F)F)cc2)cc1 | 15 | i | -25
27 | Nc1c(CO)nnn1-c1ccccc1 | 22 | i | -2
28 | Cc1ccccc1-c1nc(CS(=O)CC(=O)NC2CCCC2)c(C)o1 (centres undefined) | 12 | i | -6
29 | CCOc1cc(NC(=S)NCC(C)C)c(OCC)cc1NC(=O)c1ccco1 | 16 | i | -27
30 | COc1ccc(S(=O)(=O)N2CCCN(S(=O)(=O)c3ccc(OC)c(C)c3)CC2)cc1C | 22 | i | 9
31 | Cc1ccc2cc(C#N)c(NCCCNC(=O)C3CCCO3)nc2c1 (centres undefined) | 9 | i | -41
32 | CN(C)/C=C/C(=O)c1ccccc1 | 14 | i | -24
33 | C[C@@H](C(=O)NNC(=O)c1ccc(Cl)cc1)N1C(=O)C2CC=CCC2C1=O (some centres undefined) | 8 | nt | -30
34 | CC(=O)c1ccc(N2CCN(S(=O)(=O)c3ccc(-c4cc(C)no4)s3)CC2)cc1 | 9 | i | -6
35 | O=C1CCC(C(=O)OCc2nnc(-c3ccccc3)o2)=NN1 | 12 | i | -7
36 | N#C/C(=C\c1c[nH]c2ccc(Br)cc12)c1ccccn1 | 83* | i | 60*
37 | CCCCOC(=O)c1ccc(NC(=O)c2cc(Cl)ccc2OC)cc1 | 33 | i | 37
38 | O=Cc1cccn1Cc1ccc(Cl)cc1Cl | 9 | i | -2
39 | O=C(Cc1ccc(Cl)cc1Cl)Nc1ccc(OC(F)F)c(Cl)c1 | 18 | i | -10
40 | Cc1ccc(S(=O)(=O)CC(=O)NCc2ccccc2)cc1 | 8 | i | -14

Retrieved one by one from the entries so far, four records:
nr | compound | OX1R antag-1 | CHT PAM | OX1R antag-2
35 | O=C1CCC(C(=O)OCc2nnc(-c3ccccc3)o2)=NN1 | 12 | i | -7
30 | COc1ccc(S(=O)(=O)N2CCCN(S(=O)(=O)c3ccc(OC)c(C)c3)CC2)cc1C | 22 | i | 9
38 | O=Cc1cccn1Cc1ccc(Cl)cc1Cl | 9 | i | -2
23 | O=C1OCC(c2ccc(Cl)s2)=C1c1ccccc1[N+](=O)[O-] | 12 | i | -21

(cont.)
nr | compound | OX1R antag-1 | CHT PAM | OX1R antag-2
41 | Cc1nnc(NC(=O)CSc2ccc(-c3ccccn3)nn2)s1 | 17 | i | -21
42 | CS(=O)(=O)Nc1ccc(-c2nnc3n2CCCCC3)cc1 | -4 | i | -2
43 | COc1ccc(-c2c(C#N)c(N)nc3c2CCc2ccccc2-3)cc1OC | 3 | i | -6
44 | CCN(CC)S(=O)(=O)c1ccc(OCC(=O)NC2CCS(=O)(=O)C2)c([N+](=O)[O-])c1 (centres undefined) | 17 | i | -8
45 | CC1=CCC2C(=O)N(c3ccc(OC(=O)c4ccco4)cc3)C(=O)C2C1 (centres undefined) | 3 | i | -14
46 | CCc1ccc(OCCNc2cc(N3CCNC(C)C3)ccc2[N+](=O)[O-])cc1 (centres undefined) | 6 | nt | 17
47 | Cc1nnc(NC(=O)CSc2ccc(-c3cccnc3)nn2)s1 | 7 | i | -14
48 | Cc1ccc(NC(=O)CCN2CCN(C)CC2)cc1 | 5 | i | 5
49 | Cc1ccccc1-n1c(-c2ccc(Cl)cc2)cnc1SCC(=O)NC1CCS(=O)(=O)C1 (centres undefined) | 13 | i | -27
50 | Cc1ccc(S(=O)(=O)NCCc2cccs2)cc1 | 9 | i | -5
51 | Cn1nc(C(=O)OCC(=O)c2ccc(Br)cc2)c2ccccc2c1=O | 2 | nt | -19
52 | O=C(NCc1cccnc1)C1CC(=O)N(CCc2ccccc2)C1 (centres undefined) | 10 | i | -18
53 | O=C(N/N=C\c1ccccn1)c1ccccc1O | 22 | i | -1
54 | CC(=O)Nc1cccc(N)c1 | 3 | nt | -10
55 | Cc1csc(NC(=O)CSc2nnc(NC(=O)COc3ccccc3)s2)n1 | 6 | i | 3
56 | CC(Oc1ccccc1)C(=O)NC1CCCCCCC1 (centres undefined) | 25 | i | -3
57 | CCCCCc1cc(O)c2c(C)cc(=O)oc2c1 | 43* | i | 2
58 | O=C1CCCN1CCCNC(=S)Nc1cccc2ccccc12 | 8 | i | -29
59 | C1CCc2c(nnc3c2-c2nonc2CC3)C1 | 49 | i | 16
60 | COC(=O)/C(=N\Nc1ccccc1)Sc1nnc(-c2ccc(OC)cc2)n1C | 1 | i | -4
61 | COc1cccc(NC(=O)CCC2CCN(C(=O)c3scnc3C)CC2)c1 | 16 | i | -9
62 | C=CCNC(=O)N1CCC(n2nccc2NC(=O)CCc2ccccc2)CC1 | 4 | i | -11
63 | COc1ccc(Br)cc1CN1CCN(S(=O)(=O)Cc2ccccc2)CC1 | 31 | i | -34
64 | CCc1nc(NCC2CCCO2)c(C#N)c2c1COC(C)(C)C2 (centres undefined) | 26 | i | -22
65 | O=C(NCc1cccnc1)Nc1ccc(Br)cc1Cl | 10 | i | -17
66 | Cc1ccc(NC(=O)CNCc2cccs2)cc1Br | 5 | i | -23
67 | COCCOC(=O)C1=C(C)NC(C)=C(C(=O)OCCOC)C1/C=C/c1ccccc1OC | 78* | i | -75
68 | CC(=O)Nc1ccc(NC(=O)CCOc2cc(C)ccc2C)cc1 | 12 | i | 1
69 | CCOC(=O)c1sc(NC(=O)CC(C)c2ccccc2)nc1C (centres undefined) | 37 | i | -4
70 | COc1ccc(-c2csc(NCc3ccco3)n2)cc1 | 35 | i | -13
71 | CCN(CC)CCNC(=O)C1CCN(S(=O)(=O)N2CCCCC2)CC1 | 2 | i | 6
72 | CCCCC(=O)N(CCOC)c1nnc(-c2ccc(OC)cc2)s1 | 7 | i | -12
73 | COc1ccc(C)cc1NC(=O)C(OC(=O)CNC(=O)c1ccc(Oc2ccccc2)cc1)c1ccccc1 (centres undefined) | 9 | i | 1
74 | CCCC(C)C(=O)Nc1nnc(C)s1 (centres undefined) | 14 | i | -17
75 | Cc1cc(-c2ccc(C)c(S(=O)(=O)NCCCN3CCN(c4ccccc4F)CC3)c2)on1 | 40 | i | 67*
76 | COc1ccc(-c2cc(C(=O)Nc3ccccc3)on2)cc1 | 6 | i | -10
77 | ClCc1ncc(-c2ccc(Cl)cc2)o1 | 21 | i | -15
78 | Cc1ccccc1S(=O)(=O)Nc1ncnc2ccccc12 | 16 | i | 1
79 | CC(=O)c1ccc(-c2ccc(C(=O)Nc3nc(C)c(C(C)=O)s3)o2)cc1 | 2 | nt | -36
80 | CC(=O)c1sc(NC(=O)CCS(=O)(=O)c2ccc(Cl)cc2)nc1C | 26 | i | -30
81 | CCCCCN(C(=O)NC(=O)Nc1nncs1)S(C)(=O)=O | 10 | i | -3
82 | COc1ccc(NS(=O)(=O)c2cccc(C(=O)NN=Cc3ccc(OC)cc3OC)c2)cc1 | 2 | nt | 21
83 | CC(NC(=O)Nc1ccc(Cl)cc1)c1ccc2c(c1)OCO2 (centres undefined) | 24 | i | 2
84 | O=C(NC(=S)NN1CCOCC1)c1cc(Br)ccc1Cl | 3 | nt | 9
85 | COc1cccc(CNC(=O)CN2c3cccc4cccc(c34)S2(=O)=O)c1 | 21 | i | -8
86 | COCCC(=O)N1CCC(Oc2ccc(C(=O)NC3CCCCC3)cc2)CC1 | -7 | i | 3
87 | CCN(CC)CCCNC(=O)c1cc2c(-c3cccc(OC)c3)nn(C)c2s1 | 16 | i | -5
88 | COc1ccc(-c2nnnn2C)cc1S(=O)(=O)NCCc1ccccc1 | 3 | i | -3
89 | Cc1c(NC(=S)N/N=C/C=C/c2ccc([N+](=O)[O-])cc2)c(=O)n(-c2ccccc2)n1C | 22 | i | -16
90 | O=C(NCc1ccc(F)cc1)c1cccc2c1C(=O)N(Cc1cccnc1)C2 | 17 | i | -39
91 | CCCCn1c(N)c(N(CC(C)C)C(=O)CC2OC(=O)c3ccccc32)c(=O)[nH]c1=O (centres undefined) | 12 | i | -31
92 | Cc1[nH]c2ccccc2c1CCO | 12 | i | -20
93 | Fc1cccc(-n2c(-c3cccs3)nc3nc4ccccc4nc32)c1 | 12 | i | -22
94 | O=C(Nc1cccc(S(=O)(=O)N2CCCCC2)c1)c1ccc2ccccc2n1 | 18 | i | -29
95 | Cc1cc(-c2ccccc2)nc2c(Br)c(=O)[nH]n12 | 10 | i | -9
96 | CCOc1ccc(N(CC(=O)Nc2ccccc2F)S(=O)(=O)c2c(C)[nH]c(=O)[nH]c2=O)cc1 | 2 | i | -6
97 | CS(=O)(=O)c1ccc2nc(NC(NC(=O)c3ccco3)(C(F)(F)F)C(F)(F)F)sc2c1 | -4 | i | -9
98 | CC(=O)c1c(C)[nH]c(C(=O)Nc2ccc(Cl)cc2F)c1C | 49 | i | -18
99 | COc1ccccc1OCCC(=O)OCC(=O)NC(=O)NC(C)(C)C | 19 | i | -27
100 | COc1ccc(S(=O)(=O)Nc2c(C)n(C)n(-c3ccccc3)c2=O)cc1Br | 5 | i | -23

The listing continues.
nr | compound | OX1R antag-1 | CHT PAM | OX1R antag-2
101 | CCOc1ccc(NC(=O)N(CCN(C)C)C(C)c2ccncc2)cc1 (centres undefined) | 0 | i | -10
102 | O=C(CCn1c(=O)oc2ccc(Cl)cc21)N1CCN(c2ccccc2)CC1 | 1 | i | -16
103 | Cc1ccn2c(NC(=O)c3ccccc3)c(-c3ccccc3)nc2c1 | 10 | i | -18
104 | COc1ccc(C(=O)Nc2cc(C)on2)cc1[N+](=O)[O-] | 28 | i | 0
105 | O=C(c1ccc(Cl)cc1)C(CN1CCCC1)c1ccccc1 (centres undefined) | 0 | i | -11
106 | Cc1ccc(NC2c3ccccc3C(=O)N2c2cccnc2)cc1 (centres undefined) | 14 | i | -10
107 | O=C(NCc1ccc2c(c1)OCO2)c1cnc2ccccn2c1=O | 23 | i | -19
108 | O=C1CCN(Cc2ccccc2)C=C1c1cccc(O)c1 | 1 | nt | -5
109 | COc1ccc(-c2nc(C)ncc2-c2csc(C)n2)c(O)c1 | 18 | i | -8
110 | C/C(=N/NC(=O)CNC(=O)COc1ccccc1)c1ccco1 | 8 | i | -16
111 | CC1(C)CC(OC(=O)c2ccccc2)CC(C)(C)N1 | 10 | i | 15
112 | COc1ccc(-c2cc3ccccc3oc2=O)cc1 | 8 | i | 1
113 | COc1ccc(CNC(=O)c2cnc(C)cn2)c(OC)c1 | 9 | i | -11

One compound at a time, from the list above. Order of screens: OX1R antag-1, CHT PAM, OX1R antag-2
C/C(=N/NC(=O)CNC(=O)COc1ccccc1)c1ccco1 in the list: 8, i, -16
COc1ccc(-c2cc3ccccc3oc2=O)cc1 in the list: 8, i, 1
O=C(CCn1c(=O)oc2ccc(Cl)cc21)N1CCN(c2ccccc2)CC1 in the list: 1, i, -16
